High-throughput results (PubChem BioAssay)
TLR9-MyD88 inh = inhibitors of TLR9-MyD88 association in cells, primary screen, cell-based, CHO, BLA complementation, fluorescence | AID 504734, 2011 | 340,000 tested, 0.21% active | Toll-like receptor 9 (Homo sapiens) + Myeloid differentiation primary response protein … | inhibition, % at 4.98 µM | CCF4 FRET ratio;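 active = inhibition above the mean over all tested compounds plus 3 SD, cut at about 21% in these data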;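 also: 0% = DMSO only wells and 100% = clavulanate BLA inhibitor control wells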
HTR2A ag = mouse Htr2a agonists via beta-arrestin recruitment, primary screen, cell-based, luminescence; 5-hydroxytryptamine receptor 2A (Mus musculus), P35363; CHO-K1 mHTR2A beta-arrestin complementation; percent of 30 µM serotonin response; activation, % at 7.6 µM; 360,000 tested, 0.66% active;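 active = activation above a run cutoff, the mean activation of all tested compounds plus 3 SD, cut at about 14% in these data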;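 also: 0% = plate median of compound wells and 100% = 30 µM serotonin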
H9c2 protect = cardioprotection against H2O2-induced cell death, primary screen, uHTS, H9c2 cells, ATPLite luminescence. H9c2 cardiomyocytes, H2O2 injury protection, 2 h. protection from H2O2 cell death, % at 20 µM. 360,000 tested, 0.63% active. AID 588492, 2011;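 active = compounds giving at least 50% protection of heart cells from peroxide-induced death in the single-dose screen, raw or plate-pattern-corrected value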;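 also: 0% = DMSO wells with peroxide and 100% = DMSO wells without peroxide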
NCOA2 inhibitor = inhibition of GAL4-SRC2 driven luciferase reporter, primary screen, SRC2 inhibitor project, cell-based, luminescence | AID 651957, 2012 | HEK293 GAL4-SRC2 luciferase reporter | 370,000 tested, 0.17% active | inhibition, % at 9 µM;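 active = inhibition above the mean inhibition of all tested compounds plus 3 SD, set per campaign, cut at about 52% in these data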;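 also: 0% = DMSO treated cells and 100% = cells given Gossypol at 36 µM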
ABCB6 inh 2 = ABCB6 transporter inhibitors, primary screen, K562-ABCB6 cells, flow cytometry, MLPCN library; ATP-binding cassette sub-family B member 6 (Homo sapiens), Q9NP58; K562-ABCB6 porphyrin accumulation, 1 h; hits give low values; fluorescence ratio to DMSO, % at 10 µM; 360,000 tested, 0.19% active; AID 602162, 2011;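 active = fluorescence ratio to DMSO below 75%, the collection mean minus 3 SD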;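 also: signal is porphyrin accumulated inside mitochondria; 100% equals median channel fluorescence of DMSO control wells; lower ratio means ABCB6 inhibition with less porphyrin fluorescence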
Glyco luc inh = increase of ERlucT glycosylation luciferase signal, primary screen, N-linked glycosylation inhibitor project, D54 ERlucT cells, luminescence, set 2; D54 ERlucT glycosylation luciferase reporter, 24 h; percent of 100 nM tunicamycin response; reporter increase, % at 12.5 µM; 360,000 tested, 0.23% active; AID 588692, 2011;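 active = mean luciferase reporter signal, scaled so untreated is 0 and the glycosylation-blocking control 100, at or above a set limit in every replicate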;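 also: luciferase carries N-glycosylation sites so blocking glycosylation raises the light; 0% = median of neutral control wells and 100% = median of 100 nM tunicamycin wells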
MC4R ag barr = MC4R agonists recruiting beta-arrestin, primary screen, cell-based, luminescence, agonist arm of biased-ligand search; U2OS MC4R beta-arrestin complementation; percent of melanotan II response, DMSO zero; activation, % at 8.9 µM; 360,000 tested, 0.98% active;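 active = activation above a per-plate cutoff, the mean activation of sample wells on that plate plus 3 SD, cut at about 8% in these data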
Target sequence (P32245 whole entry, looked up): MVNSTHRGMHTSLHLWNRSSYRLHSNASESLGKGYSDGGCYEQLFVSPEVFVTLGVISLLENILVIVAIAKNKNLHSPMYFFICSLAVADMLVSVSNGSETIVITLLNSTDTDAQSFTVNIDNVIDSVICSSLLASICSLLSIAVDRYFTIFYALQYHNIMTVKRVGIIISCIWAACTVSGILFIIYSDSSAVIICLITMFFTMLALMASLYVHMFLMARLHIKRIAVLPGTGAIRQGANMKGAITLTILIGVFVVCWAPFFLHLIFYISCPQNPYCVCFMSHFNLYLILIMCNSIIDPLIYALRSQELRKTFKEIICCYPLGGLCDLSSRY
MC4R antag cAMP = MC4R antagonists of cAMP signaling, primary screen, cell-based, TR-FRET, antagonist arm of biased-ligand search. MC4R-expressing cells, MTII-stimulated cAMP, LANCE TR-FRET. inhibition, % at 6.5 µM. 360,000 tested, 0.48% active. AID 540295, 2011;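 active = inhibition above its plate's cutoff, the mean of tested wells on that plate plus 3 SD, cut at about 29% in these data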;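 also: 0% = Melanotan II alone and 100% = Melanotan II plus saturating MCL0020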
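Material: human MC4R-expressing U2OS cells. Probe or stimulus: Melanotan II challenge. Dosing: 6.5 µM single dose. Times: 30-min compound, 1-h challenge, 1-h detection, room temperature. Technique: TR-FRET with Eu-cAMP and labeled anti-cAMP, 671 nm. Replication: singlicate.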
ABHD5-PLIN5 inh = ABHD5-PLIN5 interaction inhibitors, primary screen, cell lysate, split luciferase complementation, luminescence; Split G. princeps luciferase complementation, 4 h; inhibition, % at 4 µM; 360,000 tested, 0.78% active;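 active = inhibition above the mean inhibition across every tested compound plus 3 SD, cut at about 22% in these data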;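 also: 0% = DMSO only wells and the 100% control is not disclosed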
NOD2-RIPK2 inh = NOD2-RIPK2 binding disruptors in cells, primary screen, fluorescence, CHO cells, BLA complementation; inhibition, % at 4.98 µM; CCF4 ratio; 360,000 tested, 0.38% active; in the data active = inhibition above about 21%;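 also: 0% = vehicle only and 100% = reference blocker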
Target sequence (O43353 whole entry, looked up): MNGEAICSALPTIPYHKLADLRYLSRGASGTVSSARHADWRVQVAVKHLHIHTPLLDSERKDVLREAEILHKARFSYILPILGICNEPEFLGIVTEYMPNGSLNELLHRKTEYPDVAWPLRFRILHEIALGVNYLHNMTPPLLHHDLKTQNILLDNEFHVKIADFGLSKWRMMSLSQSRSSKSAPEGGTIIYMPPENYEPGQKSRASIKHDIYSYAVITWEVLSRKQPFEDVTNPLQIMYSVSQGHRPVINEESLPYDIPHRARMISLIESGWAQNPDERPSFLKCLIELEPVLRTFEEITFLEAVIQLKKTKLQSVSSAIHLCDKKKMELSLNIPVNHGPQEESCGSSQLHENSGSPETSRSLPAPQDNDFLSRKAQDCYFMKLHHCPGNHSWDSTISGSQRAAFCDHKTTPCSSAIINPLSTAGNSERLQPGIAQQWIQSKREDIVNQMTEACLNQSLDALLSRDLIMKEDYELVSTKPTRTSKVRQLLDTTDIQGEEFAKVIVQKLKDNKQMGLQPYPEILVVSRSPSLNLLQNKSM
* marks the source's active call; other numbers are inactive results. Only part of the results is shown. The share of hits here may be higher or lower than overall.

Start of the data: the first 2 entries, to show the layout:
N#CCc1nn2c(-c3ccccc3)ccnc2c1C#N was read as TLR9-MyD88 inh -8, HTR2A ag 4, H9c2 protect 4, NCOA2 inhibitor -47, ABCB6 inh 2 101, Glyco luc inh 3, MC4R ag barr -1.3, MC4R antag cAMP 16, ABHD5-PLIN5 inh 7 and NOD2-RIPK2 inh -17.
COc1ccc(C2c3cc(OC)c(OC)cc3CCN2C2CC(=O)N(c3ccccc3)C2=O)cc1OC (configuration not stated) was read as TLR9-MyD88 inh -5, HTR2A ag 4, H9c2 protect 6, NCOA2 inhibitor -24, ABCB6 inh 2 97, Glyco luc inh 1, MC4R ag barr -0.5, MC4R antag cAMP 6, ABHD5-PLIN5 inh -2 and NOD2-RIPK2 inh -2.

The listing, repeating the preview:
N#CCc1nn2c(-c3ccccc3)ccnc2c1C#N was read as TLR9-MyD88 inh -8, HTR2A ag 4, H9c2 protect 4, NCOA2 inhibitor -47, ABCB6 inh 2 101, Glyco luc inh 3, MC4R ag barr -1.3, MC4R antag cAMP 16, ABHD5-PLIN5 inh 7 and NOD2-RIPK2 inh -17.
COc1ccc(C2c3cc(OC)c(OC)cc3CCN2C2CC(=O)N(c3ccccc3)C2=O)cc1OC (configuration not stated) was read as TLR9-MyD88 inh -5, HTR2A ag 4, H9c2 protect 6, NCOA2 inhibitor -24, ABCB6 inh 2 97, Glyco luc inh 1, MC4R ag barr -0.5, MC4R antag cAMP 6, ABHD5-PLIN5 inh -2 and NOD2-RIPK2 inh -2.
For O=C1CN(C(=O)CSc2nc3ccccc3c(=O)n2CCCN2CCOCC2)c2ccccc2N1 the results were TLR9-MyD88 inh 1, HTR2A ag -2, H9c2 protect 10, NCOA2 inhibitor 18, ABCB6 inh 2 89, Glyco luc inh -4, MC4R ag barr -0.8, MC4R antag cAMP 6, ABHD5-PLIN5 inh -2 and NOD2-RIPK2 inh -6.
CC(=O)C1=C(C)NC(=O)NC1c1ccccc1 (configuration not stated) was read as TLR9-MyD88 inh 2, HTR2A ag 0, H9c2 protect 6, NCOA2 inhibitor 2, ABCB6 inh 2 92, Glyco luc inh 0, MC4R ag barr 1.2, MC4R antag cAMP 11, ABHD5-PLIN5 inh 1 and NOD2-RIPK2 inh 7.
COC(=O)C1(C(F)(F)F)N=C(C(F)(F)F)Nc2ccc(Cl)cc21 (configuration not stated) was read as TLR9-MyD88 inh 12, HTR2A ag 0, H9c2 protect -6, NCOA2 inhibitor 13, ABCB6 inh 2 95, Glyco luc inh 1, MC4R ag barr -0.1, MC4R antag cAMP 8, ABHD5-PLIN5 inh 2 and NOD2-RIPK2 inh -2.
`CC(C)(c1ccc(O)cc1)c1ccc(O)c(C(=O)O)c1` gave TLR9-MyD88 inh -1, HTR2A ag 2, H9c2 protect 11, NCOA2 inhibitor 34, ABCB6 inh 2 91, Glyco luc inh 0, MC4R ag barr -1.5, MC4R antag cAMP 6, ABHD5-PLIN5 inh 2 and NOD2-RIPK2 inh -15.
`Cn1cnc2c1c(=O)n(Cc1cccc(F)c1)c(=O)n2C` gave TLR9-MyD88 inh -7, HTR2A ag -3, H9c2 protect 8, NCOA2 inhibitor 16, ABCB6 inh 2 92, Glyco luc inh 2, MC4R ag barr -0.7, MC4R antag cAMP 4, ABHD5-PLIN5 inh 8 and NOD2-RIPK2 inh 2.
O=C(Cc1cccs1)Nc1cccc(-c2nnc(-c3ccco3)o2)c1 was read as TLR9-MyD88 inh -1, HTR2A ag -2, H9c2 protect 3, NCOA2 inhibitor -33, ABCB6 inh 2 97, Glyco luc inh 1, MC4R ag barr -3.0, MC4R antag cAMP 10, ABHD5-PLIN5 inh 0 and NOD2-RIPK2 inh -8.
Cn1c(SC/C=C/c2ccccc2)nnc1-c1ccco1 was read as TLR9-MyD88 inh -9, HTR2A ag -5, H9c2 protect -2, NCOA2 inhibitor -20, ABCB6 inh 2 101, Glyco luc inh 5, MC4R ag barr 0.0, MC4R antag cAMP 7, ABHD5-PLIN5 inh 1 and NOD2-RIPK2 inh -3.
Screening O=C(NCC(c1cccnc1)N1CCOCC1)c1cccs1 (configuration not stated) returned TLR9-MyD88 inh 0, HTR2A ag 5, H9c2 protect 0, NCOA2 inhibitor -17, ABCB6 inh 2 91, Glyco luc inh 0, MC4R ag barr 0.4, MC4R antag cAMP 7, ABHD5-PLIN5 inh 4 and NOD2-RIPK2 inh -1.
For N#CCCN(CCCN1CCOCC1)CN1C(=O)c2ccccc2C1=O the results were TLR9-MyD88 inh -2, HTR2A ag -3, H9c2 protect 1, NCOA2 inhibitor -5, ABCB6 inh 2 100, Glyco luc inh -2, MC4R ag barr -0.9, MC4R antag cAMP 11, ABHD5-PLIN5 inh -4 and NOD2-RIPK2 inh -5.
O=C1CCN(C(=O)c2ccccc2)c2ccccc21 was read as TLR9-MyD88 inh -1, HTR2A ag 1, H9c2 protect 1, NCOA2 inhibitor 11, ABCB6 inh 2 95, Glyco luc inh 2, MC4R ag barr 0.1, MC4R antag cAMP 6, ABHD5-PLIN5 inh 0 and NOD2-RIPK2 inh -13.
Cc1ccccc1Nc1nccc(N(C)C)c1C#N was read as HTR2A ag 2, H9c2 protect 0, NCOA2 inhibitor -7, ABCB6 inh 2 99, Glyco luc inh 0, MC4R ag barr -1.5, MC4R antag cAMP 1, ABHD5-PLIN5 inh 1 and NOD2-RIPK2 inh 0.
Cc1ccc(NC(=O)c2cncc(Br)c2)cc1S(=O)(=O)N(C)C was read as TLR9-MyD88 inh -2, HTR2A ag 1, H9c2 protect -3, NCOA2 inhibitor -49, ABCB6 inh 2 96, Glyco luc inh 0, MC4R ag barr 1.9, MC4R antag cAMP 29*, ABHD5-PLIN5 inh 3 and NOD2-RIPK2 inh 4.
COc1ccccc1C(=O)NNC1CC(=O)N(c2ccc3c(c2)OCCO3)C1=O (configuration not stated) was read as TLR9-MyD88 inh -4, HTR2A ag -1, H9c2 protect -2, NCOA2 inhibitor 1, ABCB6 inh 2 94, Glyco luc inh 2, MC4R ag barr -3.7, MC4R antag cAMP 7, ABHD5-PLIN5 inh 1 and NOD2-RIPK2 inh -7.

Overlap with the part before: 2 compounds, followed by the next part.
Cc1ccc(NC(=O)c2cncc(Br)c2)cc1S(=O)(=O)N(C)C was read as TLR9-MyD88 inh -2, HTR2A ag 1, H9c2 protect -3, NCOA2 inhibitor -49, ABCB6 inh 2 96, Glyco luc inh 0, MC4R ag barr 1.9, MC4R antag cAMP 29*, ABHD5-PLIN5 inh 3 and NOD2-RIPK2 inh 4.
COc1ccccc1C(=O)NNC1CC(=O)N(c2ccc3c(c2)OCCO3)C1=O (configuration not stated) was read as TLR9-MyD88 inh -4, HTR2A ag -1, H9c2 protect -2, NCOA2 inhibitor 1, ABCB6 inh 2 94, Glyco luc inh 2, MC4R ag barr -3.7, MC4R antag cAMP 7, ABHD5-PLIN5 inh 1 and NOD2-RIPK2 inh -7.
`Cc1cc(C)n(-c2nc(Nc3ccccc3)nc(-n3nc(C)cc3C)n2)n1` gave TLR9-MyD88 inh -3, HTR2A ag 0, H9c2 protect 3, NCOA2 inhibitor 4, ABCB6 inh 2 102, Glyco luc inh 6, MC4R ag barr -2.5, MC4R antag cAMP -3, ABHD5-PLIN5 inh -6 and NOD2-RIPK2 inh 2.
CCS(=O)(=O)N1CCN(S(=O)(=O)c2ccccc2[N+](=O)[O-])CC1 was read as TLR9-MyD88 inh -4, HTR2A ag -3, H9c2 protect 2, NCOA2 inhibitor 26, ABCB6 inh 2 99, Glyco luc inh 0, MC4R ag barr -1.7, MC4R antag cAMP 8, ABHD5-PLIN5 inh -2 and NOD2-RIPK2 inh -1.
`CCn1ncc(C2=NOC(C(=O)Nc3c(C)nn(Cc4ccc(F)cc4)c3C)C2)c1C` (configuration not stated) gave TLR9-MyD88 inh -6, HTR2A ag 5, H9c2 protect -9, NCOA2 inhibitor 16, ABCB6 inh 2 102, Glyco luc inh -2, MC4R ag barr -0.2, MC4R antag cAMP 0, ABHD5-PLIN5 inh 1 and NOD2-RIPK2 inh -4.
COc1ccc(OC)c(CNC(=O)C2CCC(=O)N(CCCN3CCCC3=O)C2)c1 (configuration not stated) was read as TLR9-MyD88 inh -6, HTR2A ag 7, H9c2 protect -1, NCOA2 inhibitor -4, ABCB6 inh 2 101, Glyco luc inh 1, MC4R ag barr -0.8, MC4R antag cAMP -1, ABHD5-PLIN5 inh 7 and NOD2-RIPK2 inh 2.
Screening Cc1ccccc1C(=O)Nc1ccc2c(c1)nc(CCNC(=O)c1ccco1)n2C returned TLR9-MyD88 inh -7, HTR2A ag 3, H9c2 protect 6, NCOA2 inhibitor -2, ABCB6 inh 2 90, Glyco luc inh -2, MC4R ag barr 0.2, MC4R antag cAMP 11, ABHD5-PLIN5 inh 1 and NOD2-RIPK2 inh -11.
For CCCCOc1ccc(C2C(C(=O)c3ccc(C)o3)=C(O)C(=O)N2Cc2ccco2)cc1 (configuration not stated) the results were TLR9-MyD88 inh 9, HTR2A ag -3, H9c2 protect -5, NCOA2 inhibitor -27, ABCB6 inh 2 97, Glyco luc inh -1, MC4R ag barr -0.6, MC4R antag cAMP 6, ABHD5-PLIN5 inh -15 and NOD2-RIPK2 inh -5.
`CCCCNC(=O)CC1N=C2c3ccccc3N=C(SCC(=O)Nc3ccccc3C)N2C1=O` (configuration not stated) gave TLR9-MyD88 inh -1, HTR2A ag 1, H9c2 protect -1, NCOA2 inhibitor -3, ABCB6 inh 2 92, Glyco luc inh -2, MC4R ag barr -3.4, MC4R antag cAMP 5, ABHD5-PLIN5 inh 6 and NOD2-RIPK2 inh -2.
Screening COc1ccc(CNCc2cc3c(cc2[N+](=O)[O-])OCO3)cc1 returned TLR9-MyD88 inh -4, HTR2A ag -7, H9c2 protect 1, NCOA2 inhibitor -26, ABCB6 inh 2 90, Glyco luc inh 0, MC4R ag barr -2.1, MC4R antag cAMP 3, ABHD5-PLIN5 inh 5 and NOD2-RIPK2 inh 1.
`CC(C)Oc1cccc(C(=O)N/N=C/c2ccoc2)c1` gave TLR9-MyD88 inh 3, HTR2A ag 4, H9c2 protect -5, NCOA2 inhibitor -47, ABCB6 inh 2 102, Glyco luc inh 1, MC4R ag barr -6.1, MC4R antag cAMP 5, ABHD5-PLIN5 inh 8 and NOD2-RIPK2 inh -8.
Screening CC(=O)Nc1ccc(NC(=O)CSc2nccn2Cc2ccccc2)cc1 returned TLR9-MyD88 inh -13, HTR2A ag 2, H9c2 protect -3, NCOA2 inhibitor -31, ABCB6 inh 2 98, Glyco luc inh -2, MC4R ag barr 0.3, MC4R antag cAMP 8, ABHD5-PLIN5 inh -4 and NOD2-RIPK2 inh -3.
